PPARg SRC1 recr: PPARgamma agonists recruiting SRC-1 coactivator, primary screen, biochemical. PPARgamma-SRC-1 coactivator recruitment biochemical assay. Peroxisome proliferator-activated receptor gamma (Homo sapiens), P37231. activation, % at 8 µM. 200,000 compounds, 0.41% hits; in the data active = activation above about 19%;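 note: 0% = DMSO and 100% = reference agonist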
Target sequence (P37231 whole entry, looked up): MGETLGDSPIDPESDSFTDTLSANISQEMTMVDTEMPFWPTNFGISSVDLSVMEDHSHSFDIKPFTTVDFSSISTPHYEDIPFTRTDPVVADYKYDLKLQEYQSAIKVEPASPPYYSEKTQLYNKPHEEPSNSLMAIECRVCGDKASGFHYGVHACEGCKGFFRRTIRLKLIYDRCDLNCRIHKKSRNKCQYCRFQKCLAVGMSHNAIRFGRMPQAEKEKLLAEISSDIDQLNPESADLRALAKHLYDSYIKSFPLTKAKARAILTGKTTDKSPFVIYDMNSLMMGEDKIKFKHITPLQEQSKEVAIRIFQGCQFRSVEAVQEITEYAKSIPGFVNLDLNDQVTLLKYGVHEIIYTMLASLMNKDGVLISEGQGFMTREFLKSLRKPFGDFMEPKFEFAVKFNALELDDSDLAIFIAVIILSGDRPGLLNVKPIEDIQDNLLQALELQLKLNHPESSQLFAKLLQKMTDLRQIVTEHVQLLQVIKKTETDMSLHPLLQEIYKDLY
PPARg SRC-2 ag: agonists of PPARg-SRC-2 recruitment, primary screen, biochemical, HTS. 200,000 compounds, 0.34% hits. activation, % at 8 µM. PPARgamma LBD-SRC-2 recruitment; in the data active = activation above about 22%;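 note: 0% = vehicle and 100% = reference agonist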
RAM inhibit: inhibitors of the yeast RAM network, primary screen, dse1pr::URA3 reporter, 5-FOA selection. inhibition, % at 50 µM. 190,000 compounds, 1.8% hits. S. cerevisiae dse1pr::URA3 reporter, 5-FOA growth OD615, 2 d; analog-sensitive cbk1-as2 kinase mutant strain;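 active = inhibition above a set limit, 3 SD over mean compound inhibition, cut at about 8.4% in these data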;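 note: 0% = DMSO-only wells with no growth and 100% = 10 µM 1-NA-PP1 full growth; inhibition rescues growth on 5-FOA so higher OD means more RAM inhibition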
TLR4 MyD88 comp: inhibitors of TLR4-MyD88 association in cells, primary screen, cell-based, HeLa CL3-4, BLA complementation, FRET ratio; AID 861, 2007; 200,000 compounds, 0.18% hits; HeLa CL3-4 TLR4/MyD88 BLA complementation; inhibition, % at 8.4 µM; in the data active = inhibition above about 25%;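 note: 0% = vehicle and 100% = reference inhibitor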
S1P3 antag: S1P3 receptor antagonists, primary screen, cell-based | 170,000 compounds, 0.27% hits | AID 485, 2006 | inhibition, % at 4.98 µM | CHO S1P3 NFAT-BLA reporter, FRET fluorescence, antagonist mode | Sphingosine 1-phosphate receptor 3 (Homo sapiens), Q99500;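 active = inhibition above the plate cutoff, the mean inhibition of test wells on that plate plus 3 SD, cut at about 28% in these data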;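 note: cells challenged with S1P at its EC80 of 0.8 µM; blue over green emission ratio from cleaved BLA substrate after 4 h stimulation; 0% = S1P-stimulated wells and 100% = unstimulated DMSO-only wells; some compounds past the cut are filed as inactive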
Target sequence (Q99500 whole entry, looked up): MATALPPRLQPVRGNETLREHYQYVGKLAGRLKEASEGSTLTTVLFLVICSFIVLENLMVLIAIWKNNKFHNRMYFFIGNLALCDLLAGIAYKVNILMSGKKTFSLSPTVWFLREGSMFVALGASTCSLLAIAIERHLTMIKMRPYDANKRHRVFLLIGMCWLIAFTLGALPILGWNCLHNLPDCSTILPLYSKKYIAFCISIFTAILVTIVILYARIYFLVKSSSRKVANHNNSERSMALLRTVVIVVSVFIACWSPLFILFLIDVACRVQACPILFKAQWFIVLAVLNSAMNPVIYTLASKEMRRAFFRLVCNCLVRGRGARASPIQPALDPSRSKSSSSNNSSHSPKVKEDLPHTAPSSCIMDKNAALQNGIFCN
SRC2 TRFRET art: TR-FRET signal artefacts, primary screen, artefact control for PPARgamma SRC-2 agonist project, biochemical. TR-FRET ratio at 8 µM. 200,000 compounds, 0.4% hits. TR-FRET artefact counter-screen; hits give high values; in the data active = TR-FRET ratio above about 2000; note: inactives centre near 1500
ROMK primary: ROMK potassium channel modulators, primary screen, cell-based, thallium flux, MLSMR library; 130,000 compounds, 2% hits; ATP-sensitive inward rectifier potassium channel 1 (Homo sapiens), P48048; Tet-inducible ROMK, thallium flux fluorescence; actives lie on both sides; B-score at 10 µM;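 active = signal ratio slope over the read window, or its plate-corrected B-score, at least 3 SD from the plate mean, either direction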;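 note: B-score of the F/F0 ratio slope over 7 to 12 s after thallium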
STAT1 blocker: STAT1 signaling inhibitors, primary screen, cell-based, HTS, luciferase reporter; inhibition, % at 5.5 µM; NIH 3T3 STAT1-luciferase reporter, IFN-gamma, luminescence; 200,000 compounds, 0.35% hits; AID 920, 2007;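 active = inhibition above a set limit, the mean inhibition across all tested compounds plus 3 SD, cut at about 34% in these data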;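 note: 0% = IFN-gamma with DMSO and 100% = IFN-gamma with 300 µM nifuroxazide; values of inactives mirror those of a sister screen read the other way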
PPARg SRC3 recr: PPARgamma agonists recruiting SRC-3 coactivator, primary screen, biochemical. activation, % at 8 µM. 200,000 compounds, 0.26% hits. AID 731, 2007. biochemical PPARgamma/SRC-3 coactivator recruitment assay. Peroxisome proliferator-activated receptor gamma (Homo sapiens), P37231; in the data active = activation above about 23%;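 note: 0% = DMSO and 100% = reference agonist; some compounds past the cut are filed as inactive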
STAT3 inh: IL-6 driven STAT3 reporter inhibitors, primary screen, U3A cells, luciferase, luminescence, MLSCN library; IL-6 STAT3-luciferase reporter; host cell line lacks STAT1; inhibition, % at 5.5 µM; 190,000 compounds, 0.89% hits;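 active = inhibition above the mean inhibition across all screened compounds plus 3 SD, cut at about 44% in these data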;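 note: 0% = DMSO only wells and 100% = 100 µM nifuroxazide control wells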
STAT3 activator: IL-6 driven STAT3 reporter potentiators, primary screen, U3A cells, luciferase, luminescence, MLSCN library; IL-6 STAT3-luciferase reporter; 100% = signal with IL-6 EC80 alone; activation (% of control), % at 5.6 µM; 190,000 compounds, 0.91% hits; AID 871, 2007;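 active = activation above the screen-wide mean of compound activation plus 3 SD, cut at about 130% in these data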;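 note: 0% = background luminescence of wells with medium and substrate only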
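Detection: reporter luminescence signal / Assay system: STAT1-lacking human U3A cells, STAT3 luciferase reporter / Incubation: compound pre-incubation 1 h before IL-6, then 6 h stimulation at 37 °C / Control set: IL-6-only high control / Read-out: % activation relative to IL-6 control / Probe or stimulus: Interleukin-6, 33 ng/mL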
* hit, by the source's call; x = not tested or not shown. The order is random. About 5.6% of those tested had a hit in this group.

SMILES	PPARg SRC1 recr	PPARg SRC-2 ag	RAM inhibit	TLR4 MyD88 comp	S1P3 antag	SRC2 TRFRET art	ROMK primary	STAT1 blocker	PPARg SRC3 recr	STAT3 inh	STAT3 activator
O=C(CSc1nnc(-c2cccnc2)s1)Nc1cccc(C(=O)O)c1	7	2	10*	-8	2	1571	0.18	2	1	4	100
COc1ccc(C2(CNC(=O)C(c3ccccc3)c3ccccc3)CCOCC2)cc1OC	-2	-8	-0.8	-8	x	1408	x	-3	-16	-14	112
COc1ccccc1NC(=O)C1=C(C)Nc2nc(-c3cccs3)nn2C1c1cccc(O)c1 (stereo not drawn)	-1	3	0.1	-20	8	1683	x	-2	11	4	105
CCOc1ccc(C2C=C(c3ccc(C)cc3)Nc3ncnn32)cc1 (stereo not drawn)	8	4	0.5	13	10	1673	-1.4	-31	2	-8	108
CCC(CC)NC(=O)c1ccc2c(c1)OCCO2	2	-2	-0.8	-10	x	1597	-0.43	0	-1	-1	101
O=C(Nc1ccc(Br)cc1F)c1ccc2c(c1)N(Cc1ccccc1)C(=O)CS2=O (stereo not drawn)	-3	-6	2.5	-5	-9	1344	x	-9	2	15	92
Cn1c(N2C(=O)CC(Cc3ccccc3)C2=O)nc2ccccc21 (stereo not drawn)	5	9	1.8	-5	x	1459	x	-1	-6	12	91
O=C(CN1C(=O)c2cccc3cccc1c23)NCc1cccnc1	8	8	0.9	3	5	1581	0.51	7	14	0	99
O=C(Nc1ccc(Br)cc1)c1cccc(N2C(=O)C3C4CCC(C4)C3C2=O)c1 (stereo not drawn)	-2	-6	5.1	-12	13	1329	x	9	0	9	95
CCNC(=O)C1CC(=O)OC12CCCCC2 (stereo not drawn)	-5	8	0.0	-6	x	1741	x	4	4	8	96
CCOC(=O)c1[nH]c2ccc(OC)cc2c1NC(=S)N1CCN(c2cccc(Cl)c2)CC1	9	12	7.8	3	2	1727	x	-1	6	-8	108
O=C(NCCCn1ccnc1)C(=O)NCc1ccc(Cl)cc1	1	11	0.9	11	x	1615	0.32	3	1	0	102
O=C(CNS(=O)(=O)c1cccc(C(F)(F)F)c1)Nc1ccccc1F	2	7	1.9	-6	-16	1580	x	3	-6	8	99
CCOC(=O)N1CCN(C(=O)C(CC(C)C)NS(=O)(=O)c2ccc3c(c2)oc(=O)n3C)CC1 (stereo not drawn)	0	4	0.0	4	x	1593	0.033	8	2	12	95
O=C(CCS(=O)(=O)Cc1ccccc1)NC1CCCCC1	2	-1	-1.1	-2	-13	1507	x	-2	-6	-4	103
COc1ccc(C(OC(=O)c2ccco2)C(=O)NCC2CCCO2)cc1 (stereo not drawn)	0	2	0.7	-3	-31	1331	1.1	3	-4	-2	102
COC(=O)c1nn(-c2ccccc2)c(Cl)c1/C=N/OC(=O)c1ccc(Cl)c(Cl)c1	7	4	3.7	-12	x	1514	-0.45	2	4	-12	111
CCCCC(=O)NS(=O)(=O)c1ccc(NS(C)(=O)=O)cc1	-1	-17	1.6	-6	11	1392	0.33	9	-6	13	92
O=C(C(c1ccccc1)c1ccccc1)N1CCN(CC(O)COc2ccccc2)CC1 (stereo not drawn)	-1	6	0.7	9	-15	1579	x	5	-3	-1	106
O=C(O)c1ccc(-c2nc(-c3ccc(Cl)cc3Cl)cs2)cc1	4	-2	3.1	4	8	1527	0.59	-42	2	-20	132
COc1ccc(C2c3sc(=O)[nH]c3SC3C4CCC(C4)C23)cc1 (stereo not drawn)	-1	5	1.1	-1	23	1483	x	-6	3	-8	109
CC(=O)c1c(C(C)=O)c(C)n(-c2nc(-c3ccc(C)c(C)c3)c(C)s2)c1C	8	1	3.8	-7	x	1646	x	13	5	19	87
O=C(O)c1ccccc1C(=O)Nc1ccc(-c2csc(-c3ccccc3)n2)cc1	11	5	1.0	-23	13	1638	x	-64	1	4	98
c1ccc(CN2CCC(Nc3nc(-c4cccs4)nc4ccccc34)CC2)cc1	-3	8	4.4	6	-20	1490	-0.42	-16	3	13	92
CCOC(=O)N1CCN(C(=O)CS(=O)(=O)c2cn(Cc3cccc(F)c3)c3ccccc23)CC1	0	0	2.9	-3	x	1499	-0.39	-1	-11	1	100

The list goes on.
SMILES	PPARg SRC1 recr	PPARg SRC-2 ag	RAM inhibit	TLR4 MyD88 comp	S1P3 antag	SRC2 TRFRET art	ROMK primary	STAT1 blocker	PPARg SRC3 recr	STAT3 inh	STAT3 activator
CCn1c(SCC(=O)c2cc(C)n(C)c2C)nnc1-c1ccccc1	-1	-5	1.7	-6	x	1353	-0.76	5	0	6	100
Cn1ncc2c1ncn1nc(CCc3ccccc3)nc21	3	1	2.1	9	11	1309	0.059	-46	1	4	103
CCC(CC)NC(=O)Nc1ccccc1C	-2	0	-0.2	-6	-4	1710	0.45	4	2	16	93
COC(=O)c1[nH]c2ccc(F)cc2c1NC(=O)Nc1ccc(OC)cc1	7	4	0.5	4	x	1645	x	-6	20	21	88
O=C1CC(Nc2ccc(N3CCOCC3)cc2)C(=O)N1c1cccc(C(F)(F)F)c1 (stereo not drawn)	10	6	2.6	-13	6	1596	x	4	7	16	94
O=C(Nc1nc2ccccc2s1)C1c2ccccc2Oc2ccccc21	0	-3	3.5	-15	17	1373	0.49	-1	-1	-2	104
O=C1CN2C(=Nc3ccc(Cl)cc3C2c2ccccc2)CN1 (stereo not drawn)	0	0	-0.2	14	-21	1575	x	6	-4	-5	110
CC1=NN2C(=N)/C(=C\c3cc(C)n(-c4ccccc4)c3C)C(=O)N=C2S1	4	4	7.8	-2	-21	1642	0.8	2	1	0	101
CCOC(=O)c1cnc2nc(NCc3ccc(OCc4ccccc4)cc3)[nH]n2c1=O	2	2	1.6	0	x	1681	-1.5	-3	1	-4	104
COCCNC(=O)C(NC(=O)C1CCCCC1)C12CC3CC(CC(C3)C1)C2 (stereo not drawn)	1	4	2.3	3	6	1612	x	3	6	14	94
CC1(C)Cc2nc(Cl)c(C(=O)O)cc2CO1	0	10	0.3	13	7	1691	-0.13	5	1	9	96
Cc1ccc(NC(=O)CN(c2ccc(C)cc2)S(=O)(=O)c2cccc3nonc23)cc1	9	4	4.4	-6	-14	1489	-1.6	4	2	18	87
COc1ccccc1-n1c(SCC(=O)NC2CCCCC2)nc2c(c1=O)SCC2	-2	-11	0.1	6	13	1406	x	9	-13	7	101
CCn1c(-c2cccs2)nc2ccccc21	-3	-4	1.3	-10	x	1531	x	-2	-2	10	94
Cc1cc2c(c(=O)n1CCN(C)C)C(c1ccncc1)C(C#N)=C(N)O2 (stereo not drawn)	-1	0	1.5	0	-54	1468	-0.18	3	-11	2	99
N#CCSc1ccc(-c2nc3ccccc3[nH]2)cn1	0	0	0.1	-1	0	1394	-1	-21	-5	8	98
O=C(Cc1cn2ccsc2n1)Nc1nc2c(s1)CCCC2	2	-5	0.1	0	3	1566	-1.1	-4	-5	-4	107
COc1ccc(S(=O)(=O)CCc2nnc(NC(=O)c3cccs3)s2)cc1	6	0	3.0	-4	x	1492	x	3	9	18	92
Cc1ccc(/C([O-])=C(/C(=S)NCc2ccco2)[n+]2ccccc2)cc1[N+](=O)[O-]	-3	6	0.9	5	-5	1462	-0.025	-2	-4	2	101
CCOc1ccccc1CNC(=O)c1ccc(Sc2ccc(Cl)cc2)c(NC(C)=O)c1	6	7	3.9	-5	-4	1527	-0.31	-4	4	-11	110
COc1ccc2[nH]c(C)c(C(=O)CN3CCOCC3)c2c1	2	1	-0.3	2	x	1531	-0.011	-8	-1	2	103
Cc1ccc(C)c(N2CCN(CCCNC(=O)Cn3cc4c(n3)CCCCC4)CC2)c1	-2	-3	-0.8	-2	18	1493	x	-10	1	1	99
CCc1c(C)sc(NC(=O)c2cc(-c3cc(OC)ccc3OC)on2)c1C#N	-7	-2	4.3	-27	-26	1288	0.022	-4	3	6	96
Cc1ccc(OC(=O)c2ccc(N3CCOCC3)c([N+](=O)[O-])c2)cc1	12	3	5.8	0	x	1388	x	-5	-1	6	100
C(=N\n1cnnc1)/c1ccccn1	6	8	0.8	-1	x	1740	x	-4	3	4	101

RAM inhibit, hit marks shown above.
structure,PPARg SRC-2 ag,RAM inhibit,TLR4 MyD88 comp,S1P3 antag,ROMK primary,STAT1 blocker,STAT3 activator
O=C(CSc1nnc(-c2cccnc2)s1)Nc1cccc(C(=O)O)c1,2,10*,-8,2,0.18,2,100

Further entries.
SMILES	PPARg SRC1 recr	PPARg SRC-2 ag	RAM inhibit	TLR4 MyD88 comp	S1P3 antag	SRC2 TRFRET art	ROMK primary	STAT1 blocker	PPARg SRC3 recr	STAT3 inh	STAT3 activator
CC(C)c1ccc(NC(=O)COC(=O)c2c[nH]c(=O)[nH]c2=O)cc1	0	3	2.1	-6	-1	1624	-0.23	-2	4	10	90
O=C1CN(C(=O)/C=C/c2cccc(Cl)c2)c2ccccc2N1	-6	2	1.2	-10	-4	1525	0.25	-12	-1	13	92
Cc1c(C(=O)NCCCc2ccccc2)cccc1[N+](=O)[O-]	8	-1	0.9	-1	10	1503	-0.87	1	2	-1	102
NC(=O)C1CCCN(C(=S)Nc2ccccc2)C1 (stereo not drawn)	2	15	2.1	-2	9	1730	-0.035	-1	4	2	97
COc1ccc(CCNc2nnc(C)c(=O)[nH]2)cc1OC	-7	-3	0.2	-10	x	1403	x	-2	-5	2	100
Cc1ccc(SCC(=O)N2CCc3ccccc32)cc1	-8	-1	0.9	3	x	1395	-0.76	-35	-12	8	94
O=C(c1nn(Cc2ccccc2)c(=O)c2ccccc12)N1CCc2ccccc2C1	6	8	1.8	-2	x	1708	x	9	15	9	96
CCC(Cc1ccccc1)NC(=O)CSc1ccsc1[N+](=O)[O-] (stereo not drawn)	1	5	4.2	4	x	1623	0.32	2	6	6	99
CCn1c(=O)c2c(nc(SCc3ccccn3)n2C)n(C)c1=O	8	10	0.4	7	-7	1426	x	0	13	9	100
O=C(Nc1ccccc1)C1=C[C@@H](C2CC2)C[C@@H](OCc2ccc(CO)cc2)O1	-3	-8	-0.8	-13	2	1408	x	-10	-3	x	x
CCOC(=O)Cc1csc(NC(=O)Cc2ccccc2[N+](=O)[O-])n1	6	-1	0.1	-1	-16	1524	0.71	1	0	-20	119
CCOCCc1nnc(NC(=O)C(CC)c2ccccc2)s1 (stereo not drawn)	5	11	1.6	4	x	1488	-0.011	0	7	18	90
Cc1ccccc1NC(=O)COC(=O)Cc1cccc(C(F)(F)F)c1	-5	3	1.0	14	-14	1751	x	6	11	-2	101
